# TGFb SMAD3 inh: inhibitors of TGF-b signaling. Potency, µM (top dose mostly 46.1 µM), inactives show at the highest dose activity, negative = inhibition, hits mostly inhibitors. actives 1.2% (n = 410,000). HepG2 CAGA-GFP TGF-b/SMAD3 reporter, GFP fluorescence, 18 h; TGF-beta stimulated, 500 pg/mL final; also: potency is read from the fitted curve at half-maximal effect; % is scaled to controls: 0 for no effect and ±100 for the full control effect; nearly all actives have a fitted effect of over 65% in size
#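 Inhibition was scored as loss of TGF-beta-induced (500 pg/mL final, 18 hours, 37 degrees C) GFP in HEPG2 cells carrying a CAGA-GFP reporter, in DMEM with 1% FBS. Well GFP was summed per cell; Activity was normalised to unstimulated and stimulated DMSO wells, then concentration-response fitting.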
# CCT chaperon mod: cytosolic chaperonin activity modulation | purified chaperonin ATPase assay, HTRF ADP detection, 30 min | activity change, % (test concentration not listed), hits read low | actives 0.3% (n = 360,000); in the data active = activity change below about -30%; also: % is scaled to controls: 0 for no effect and ±100 for the full control effect
#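 Enzyme 40 or 20 nM (batch-dependent) in Tris pH 7.4/KCl/MgCl2/DTT; cpd 76 uM single point; ATP 10 uM; 30 min 37 °C; Transcreener ADP HTRF detection, 30 min RT; ratio 665/615.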
# MmCpn inh: inhibitors of Methanococcus maripaludis chaperonin (MmCpn); Potency, µM (doses to about 76.9 µM), without a hit: at the highest dose activity, negative = inhibition, hits mostly inhibitors; purified Mm-Cpn ATPase, ADP Transcreener TR-FRET; actives 0.031% (n = 330,000); also: potency is read from the fitted curve at half-maximal effect; % is scaled to controls: 0 for no effect and ±100 for the full control effect; nearly all actives have a fitted effect of over 80% in size
#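 ATPase read-out: TR-FRET ADP immunoassay (anti-ADP Eu cryptate vs ADP-d2), ex 320 nm, em 590/665 nm; signal drops as ADP forms. Enzyme 25 nM, ATP 10 uM, 30 min at 37°C after 10 min compound preincubation.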
# Nrf2 ARE act: activators of Nrf2 (ARE) signaling | Potency, µM (highest dose often 46.1 µM), for inactives: at the highest dose activation, most hits filed as activators | AREc32 ARE-luciferase reporter (MCF7-derived line), luminescence, 24 h | actives 0.31% (n = 410,000); also: potency is read from the fitted curve at half-maximal effect; % of control where 0% means no effect; nearly all actives have a fitted effect of over 65% in size
#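 AREc32 cells carrying an ARE-driven firefly luciferase reporter were seeded at 1000 cells/well in OPTI-MEM with 5% FBS, then exposed to compound for 24 hr at 37 deg C. Luminescence was read with Steady-Glo after 30 min at RT.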
# HepG2 tox: kills HepG2 cells in TGF-b inhibitor counter-screen. HepG2 CAGA-GFP viability, ATP luminescence, 18 h. Potency, µM (series often up to 46.1 µM), for the others: at the top dose activity change, negative = cytotoxicity, most hits filed as cytotoxic. actives 0.76% (n = 410,000). AID 588856; also: potency is read from the fitted curve at half-maximal effect; some results filed as inactive show a strong effect at the top dose
#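 CellTiter-Glo luminescence gave cytotoxicity after 18 hours at 37 degrees C. The cells were HepG2 CAGA-GFP in 1% FBS DMEM, stimulated with 500 pg/mL TGF-beta after compound addition. %Activity was normalised to no-cell wells (complete cell-killing) and DMSO (no toxicity), and curves were fitted and classified.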
# Nrf2 inh: Nrf2 pathway inhibition; actives 2.1% (n = 360,000); A549 ARE-Fluc reporter, luciferase luminescence, 18-24 h; AID 504444; Potency, µM (titrated, usually from 46 µM), inactives show top-dose activity change, negative = inhibition, actives largely listed as inhibitors; also: potency is read from the fitted curve at half-maximal effect; % is scaled to controls: 0 for no effect and ±100 for the full control effect; nearly all actives have a fitted effect of over 60% in size
#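 Concentration-response testing used A549 ARE_Fluc cells at 5000 cells/well. Following an 18-24 h compound incubation, viability was read by fluorescence (Ex 405/Em 525) and luciferase output by luminescence.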
# ATXN viability: cell viability loss in ATXN counter-screen | AID 651635 | S2 cells (HEK-293 line with an ATXN2-luciferase reporter) viability, CellTiter-Fluor protease fluorescence, 24 h | Potency, µM (top dose mostly 56.7 µM), most hits filed as cytotoxic | actives 0.49% (n = 400,000); also: potency is read from the fitted curve at half-maximal effect; nearly all actives have a fitted effect of over 40% in size
# pAkt inh: inhibitors of Akt phosphorylation; actives 0.32% (n = 360,000); AID 651550; activity change, % for hits at 50 µM; Neuro2A IGF-stimulated pAkt S473 HTRF, 20 min; hits give low values; in the data active = activity change below about -80%; inconclusive = mostly about -51% to -80%; also: % is scaled to controls: 0 for no effect and ±100 for the full control effect
#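 Single-point screen (50 µM final compound) in Neuro2A cells stimulated 20 min with 6 nM IGF at 37 deg C. After lysis, Ser473-phosphorylated Akt read by HTRF (ex 330 nm, em 615/665 nm) as the 665/615 ratio.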
# A549 viability: A549 cytotoxicity, counter-screen for Nrf2 inhibitors. AID 504648. Potency, µM (titrated, usually from 46 µM), inactives show at the top dose activity change, negative = cytotoxicity, usual class: inhibitors. actives 0.16% (n = 390,000). A549 ARE-Fluc cells, CellTiter-Fluor viability, 18-24 h; also: potency is read from the fitted curve at half-maximal effect; % is scaled to controls: 0 for no effect and ±100 for the full control effect
#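 A549 ARE_Fluc cells in 5% FBS OPTI-MEM were exposed to compounds in concentration-response for 18-24 h at 37 deg C. Viability was read by CellTiter-Fluor fluorescence (Ex 405/Em 525) after 30 min, before the luciferase read.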
# Starred values were filed as active, the others as inactive; i = inactive; ? = inconclusive; . = no result given; [ ] = remark or other dose. Unless noted, calls follow the shape of the dose curve; as a rule, active = well fitted curve in the direction sought with a large enough effect; inconclusive = small, poorly fitted or top-dose-only effect, or another doubt; inactive = no such curve, though single readings can be large; an effect the other way counts as inactive or inconclusive.
[1] O=C(Oc1ccc(/C=N/n2cnnc2)cc1)c1cccc([N+](=O)[O-])c1
[2] CC(=O)NCCc1nc(-c2ccc(Cl)cc2)no1
[3] CCC1(O)CC(C(=O)OC)=NN1C(=O)c1ccccc1 (centres undefined)
[4] COc1ccc(NC(C)=O)cc1NC(=O)CSc1nnc(-c2ccccn2)n1C
[5] O=C(O)Cn1c(=O)c(F)cn(C2CCCO2)c1=O (centres undefined)
[6] C=CCNC(=O)COCc1cc(-c2ccc3c(c2)OCO3)on1
[7] O=C(COC(=O)c1ccc(S(=O)(=O)N2CCCCCC2)cc1)NCc1ccc(Cl)cc1
[8] Cc1ccc(C(=O)NC(=S)N2CCN(C)CC2)cc1

entry no. | 1 | 2 | 3 | 4 | 5 | 6 | 7 | 8
TGFb SMAD3 inh | -3% | ? | 5% | 12% | 5% | 0% | 4% | -1%
CCT chaperon mod | -1.3 | -1.3 | -2.4 | -0.6 | -2.7 | 1.8 | -0.1 | 0.5
MmCpn inh | 4% | . | 0% | 0% | -1% | 1% | 0% | 3%
Nrf2 ARE act | 0.5% | 3.5% | -0.1% | -0.3% | -0.2% | 0.0% | -0.1% | 2.0%
HepG2 tox | 6% | -6% | -3% | -15% | 4% | -9% | 9% | 10µM*
Nrf2 inh | -3% | ? | -2% | -4% | 1% | 1% | 0% | 0%
ATXN viability | i | i | i | i | i | i | i | i
pAkt inh | i | i | i | i | i | i | i | i
A549 viability | -1% | 4% | 6% | -5% | 0% | 0% | 1% | -10%

[9] CCc1ccccc1NC(=O)CNC(=O)CNC(=O)Cc1ccccc1
[10] CCCn1c(C(C)Nc2nc(-c3ccc(Cl)c([N+](=O)[O-])c3)cs2)nc2ccccc21 (centres undefined)
[11] Nc1c(-c2nn[nH]n2)cnn1-c1cc(Cl)cc(Cl)c1
[12] COc1ccc(C(CNC(=O)COc2ccc(Cl)c(C)c2)N2CCCCC2)cc1 (centres undefined)
[13] COc1ccc(S(=O)(=O)N(C)C)cc1NC(=O)c1ccc2c(c1)NC(=O)C(C)S2 (centres undefined)
[14] O=C(COC(=O)c1cc(-c2cccs2)nc2ccccc12)c1ccccc1
[15] COc1ccccc1C1C(C(N)=O)=C(C)Nc2nc(SCc3ccccc3F)nn21 (centres undefined)
[16] CCOc1ccc(N(Cc2nnc3n2CCCCC3)C(=O)Nc2cccc(C)c2)cc1

entry no. | 9 | 10 | 11 | 12 | 13 | 14 | 15 | 16
TGFb SMAD3 inh | -11% | ? | 1% | ? | -4% | 4% | 15% | 21%
CCT chaperon mod | -0.5 | 1.2 | -0.6 | -0.5 | -2.4 | . | . | -0.1
MmCpn inh | 0% | -1% | 0% | 1% | -2% | . | . | -1%
Nrf2 ARE act | 0.0% | 8.8% | -0.2% | 0.8% | 0.1% | 8.1% | 0.4% | 0.5%
HepG2 tox | 2% | 1% | -5% | -59% | -6% | -15% | 6% | -25%
Nrf2 inh | -7% | 7% | -12% | 0% | -23% | ? | 1%[9.27 µM] | -5%
ATXN viability | i | i | i | ? | i | i | ? | i
pAkt inh | i | i | i | i | i | . | . | i
A549 viability | -3% | -10% | -7% | 1% | 8% | 0% | 1% | -4%

# Exported with bars between the fields: entries from further up
entry | Molecule | TGFb SMAD3 inh | CCT chaperon mod | MmCpn inh | Nrf2 ARE act | HepG2 tox | Nrf2 inh | ATXN viability | pAkt inh | A549 viability
4 | COc1ccc(NC(C)=O)cc1NC(=O)CSc1nnc(-c2ccccn2)n1C | 12% | -0.6 | 0% | -0.3% | -15% | -4% | i | i | -5%
5 | O=C(O)Cn1c(=O)c(F)cn(C2CCCO2)c1=O (centres undefined) | 5% | -2.7 | -1% | -0.2% | 4% | 1% | i | i | 0%
6 | C=CCNC(=O)COCc1cc(-c2ccc3c(c2)OCO3)on1 | 0% | 1.8 | 1% | 0.0% | -9% | 1% | i | i | 0%
7 | O=C(COC(=O)c1ccc(S(=O)(=O)N2CCCCCC2)cc1)NCc1ccc(Cl)cc1 | 4% | -0.1 | 0% | -0.1% | 9% | 0% | i | i | 1%
8 | Cc1ccc(C(=O)NC(=S)N2CCN(C)CC2)cc1 | -1% | 0.5 | 3% | 2.0% | 10µM* | 0% | i | i | -10%
9 | CCc1ccccc1NC(=O)CNC(=O)CNC(=O)Cc1ccccc1 | -11% | -0.5 | 0% | 0.0% | 2% | -7% | i | i | -3%
10 | CCCn1c(C(C)Nc2nc(-c3ccc(Cl)c([N+](=O)[O-])c3)cs2)nc2ccccc21 (centres undefined) | ? | 1.2 | -1% | 8.8% | 1% | 7% | i | i | -10%
11 | Nc1c(-c2nn[nH]n2)cnn1-c1cc(Cl)cc(Cl)c1 | 1% | -0.6 | 0% | -0.2% | -5% | -12% | i | i | -7%
12 | COc1ccc(C(CNC(=O)COc2ccc(Cl)c(C)c2)N2CCCCC2)cc1 (centres undefined) | ? | -0.5 | 1% | 0.8% | -59% | 0% | ? | i | 1%
13 | COc1ccc(S(=O)(=O)N(C)C)cc1NC(=O)c1ccc2c(c1)NC(=O)C(C)S2 (centres undefined) | -4% | -2.4 | -2% | 0.1% | -6% | -23% | i | i | 8%
14 | O=C(COC(=O)c1cc(-c2cccs2)nc2ccccc12)c1ccccc1 | 4% | . | . | 8.1% | -15% | ? | i | . | 0%
15 | COc1ccccc1C1C(C(N)=O)=C(C)Nc2nc(SCc3ccccc3F)nn21 (centres undefined) | 15% | . | . | 0.4% | 6% | 1%[9.27 µM] | ? | . | 1%
16 | CCOc1ccc(N(Cc2nnc3n2CCCCC3)C(=O)Nc2cccc(C)c2)cc1 | 21% | -0.1 | -1% | 0.5% | -25% | -5% | i | i | -4%

# The results go on:
[17] NS(=O)(=O)c1ccc(Nc2nc(-c3cccc([N+](=O)[O-])c3)cs2)cc1
[18] CCCCCCCCCn1ccc(=N)cc1
[19] O=C(CS(=O)(=O)c1cccc2nsnc12)Nc1ccc(F)cc1
[20] CCOc1ccccc1C(=O)NCc1ccc2c(c1)OCO2
[21] COC(=O)c1ccc2ncccc2c1
[22] O=C(O)CC(C(=O)OCCOc1ccccc1)N1CCOCC1 (centres undefined)
[23] Cc1cc([N+](=O)[O-])ccc1NC(=O)CN1C2CCC1CC(NC(=O)NC13CC4CC(CC(C4)C1)C3)C2 (centres undefined)
[24] CCOC(=O)C1=C(COC(=O)Cc2ccccc2)NC(=O)NC1C (centres undefined)
[25] O=C(Nc1cnns1)Oc1ccccc1
[26] CCC(=O)N1c2ccc(S(=O)(=O)CCC(=O)N3CCN(c4ccc(F)cc4)CC3)cc2CC1C (centres undefined)
[27] O=C(Nc1ccc(F)cc1)C1(S(=O)(=O)c2ccc(Cl)cc2)CC1

entry no. | 17 | 18 | 19 | 20 | 21 | 22 | 23 | 24 | 25 | 26 | 27
TGFb SMAD3 inh | -29% | ? | -11% | -7% | -7% | -3% | -21% | -5% | 6% | -21% | 13%
CCT chaperon mod | 1.3 | -4.4 | . | 2.3 | -0.8 | -3.1 | -2.6 | -1.6 | 1.0 | . | 1.1
MmCpn inh | 2% | 2% | . | -2% | -1% | -1% | 0% | -4% | . | . | 2%
Nrf2 ARE act | 3.5% | 4.1% | 0.3% | 0.4% | 2.0% | 6.4% | 0.2% | 0.3% | 0.0% | 4.0% | 0.1%
HepG2 tox | -37% | -3% | 0% | -4% | -3% | -5% | -21% | 1% | -12% | 0% | -10%
Nrf2 inh | ? | 3.3µM* | . | -8% | 10% | 1% | 16µM* | -16% | . | ? | -5%
ATXN viability | i | i | i | i | i | i | i | i | i | i | i
pAkt inh | i | i | . | i | i | i | i | i | i | . | i
A549 viability | 1% | ? | 13% | -3% | -11% | -1% | -18% | 0% | . | 1% | 0%

# Entries of single compounds as entered above:
# O=C(CS(=O)(=O)c1cccc2nsnc12)Nc1ccc(F)cc1 as listed: TGFb SMAD3 inh: -11%; CCT chaperon mod: .; MmCpn inh: .; Nrf2 ARE act: 0.3%; HepG2 tox: 0%; Nrf2 inh: .; ATXN viability: i; pAkt inh: .; A549 viability: 13%
# CCCCCCCCCn1ccc(=N)cc1 as listed: TGFb SMAD3 inh: ?; CCT chaperon mod: -4.4; MmCpn inh: 2%; Nrf2 ARE act: 4.1%; HepG2 tox: -3%; Nrf2 inh: 3.3µM*; ATXN viability: i; pAkt inh: i; A549 viability: ?
